TrxR1 substrate = substrates of rat thioredoxin reductase 1. 390,000 compounds, 0.01% hits. purified TrxR1 substrate turnover, NADPH consumption readout. O89049. Potency, µM (highest dose often 114 µM), without a hit: at the top dose activity change, negative = substrate turnover; further: potency means the concentration at half of the fitted maximal effect; on the % scale 0 is the no-effect control and ±100 the full control effect; nearly all actives have a fitted effect of over 50% in size
Target sequence (O89049 whole entry, looked up): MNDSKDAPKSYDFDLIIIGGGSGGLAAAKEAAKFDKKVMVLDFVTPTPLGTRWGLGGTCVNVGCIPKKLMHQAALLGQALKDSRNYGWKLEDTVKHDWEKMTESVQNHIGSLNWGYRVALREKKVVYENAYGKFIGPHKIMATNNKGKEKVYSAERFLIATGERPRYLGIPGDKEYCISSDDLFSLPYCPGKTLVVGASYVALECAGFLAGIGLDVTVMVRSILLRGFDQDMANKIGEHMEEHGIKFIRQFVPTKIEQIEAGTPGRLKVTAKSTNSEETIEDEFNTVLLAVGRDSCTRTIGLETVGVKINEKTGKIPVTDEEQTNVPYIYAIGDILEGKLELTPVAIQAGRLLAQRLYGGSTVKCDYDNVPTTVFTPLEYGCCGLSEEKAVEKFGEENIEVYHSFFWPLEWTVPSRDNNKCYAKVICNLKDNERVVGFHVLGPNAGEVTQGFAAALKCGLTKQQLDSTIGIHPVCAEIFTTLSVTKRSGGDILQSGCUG
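Rat TrxR1, dispensed at 90 nM, was prereduced with 400 uM NADPH (final) for 5 min at ~22 deg C, then incubated with compound 15 min before 400 uM selenite. A first-read NADPH fluorescence drop versus no-compound background flagged substrates.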
LDHA block = LDHA (human) enzyme inhibition. P00338. purified LDHA, NADH/diaphorase-resazurin fluorescence; hits give low values. activity change, % (values are at about 110 or 230 µM). 480,000 compounds, 0.15% hits. AID 1347041; in the data active means activity change below about -30%; inconclusive means mostly about -25% to -30%;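 further: plate controls were DMSO wells for no effect and wells without enzyme for full effect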
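Human LDH5 (2 nM) was incubated with 0.06 mM NADH and 0.2 mM pyruvate for 5 min at room temperature in Tris pH 7.4. Remaining NADH was coupled through diaphorase/resazurin, and resorufin fluorescence was read at 0 and 20 min.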
PI4K2A inh = inhibitors of human PI4K2A; 420,000 compounds, 0.13% hits; activity change, negative = inhibition, % at 76.9 µM; purified PI4K2A, ADP-Glo luminescence, 1 h; hits give low values; in the data active means activity change below about -50%; inconclusive means mostly about -30% to -49%;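 further: -100% = wells without enzyme as full effect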
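In this quantitative HTS, ADP production by PI4K2A was quantified luminescently after 1 h at ambient temperature; 100 microM adenosine served as plate-quality control.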
RXFP1 agonist = activates the human relaxin receptor RXFP1 | 370,000 compounds, 0.3% hits | HEK293T-RXFP1 cAMP TR-FRET, 30 min; response scale: percent of porcine relaxin response, buffer zero | Potency, µM (series often up to 57.5 µM), for the others: top-dose activation, actives largely listed as activators | Q9HBX9; further: potency means the concentration at half of the fitted maximal effect; on the % scale 0 is the no-effect control and ±100 the full control effect; nearly all actives have a fitted effect of over 60% in size; many of its hits are not listed in these tables
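cAMP rise read by TR-FRET after 30 min, 37C compound exposure (up to 58 uM) in RXFP1-transfected HEK293 cells with Ro 20174 present. EC50 from Hill-equation fits, with 29 nM porcine relaxin as 100% and buffer as basal.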
USP1 inh = USP1/UAF1 (human) deubiquitinase inhibition. O94782. 390,000 compounds, 0.23% hits. Potency, µM (titrated, usually from 57.1 µM), without a hit: top-dose activity change, negative = inhibition, most hits filed as inhibitors. AID 743255. recombinant USP1/UAF1, Ub-Rhodamine cleavage fluorescence; further: potency means the concentration at half of the fitted maximal effect; on the % scale 0 is the no-effect control and ±100 the full control effect; nearly all actives have a fitted effect of over 60% in size; inactives centre near -12
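1 nM enzyme complex + cpd, 15 min RT; start with Ub-Rho 150nM final; kinetic fluorescence ex 480/em 540, 6 reads q60 s. Buffer 50mM HEPES pH 7.8, 0.5mM EDTA, 0.1 mg/ml BSA, 1mM TCEP, 0.01% Tween-20.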
IDH1 R132H inh = human IDH1 R132H inhibition. Potency, µM (doses to about 76.6 µM), without a hit: at the top dose activity change, negative = inhibition, usual class: inhibitors. O75874. AID 602179. IDH1-R132H enzyme, NADPH consumption, diaphorase/resazurin fluorescence. 390,000 compounds, 0.093% hits; further: potency means the concentration at half of the fitted maximal effect; on the % scale 0 is the no-effect control and ±100 the full control effect; nearly all actives have a fitted effect of over 65% in size
Target sequence (O75874 whole entry R132H, stated change not applied): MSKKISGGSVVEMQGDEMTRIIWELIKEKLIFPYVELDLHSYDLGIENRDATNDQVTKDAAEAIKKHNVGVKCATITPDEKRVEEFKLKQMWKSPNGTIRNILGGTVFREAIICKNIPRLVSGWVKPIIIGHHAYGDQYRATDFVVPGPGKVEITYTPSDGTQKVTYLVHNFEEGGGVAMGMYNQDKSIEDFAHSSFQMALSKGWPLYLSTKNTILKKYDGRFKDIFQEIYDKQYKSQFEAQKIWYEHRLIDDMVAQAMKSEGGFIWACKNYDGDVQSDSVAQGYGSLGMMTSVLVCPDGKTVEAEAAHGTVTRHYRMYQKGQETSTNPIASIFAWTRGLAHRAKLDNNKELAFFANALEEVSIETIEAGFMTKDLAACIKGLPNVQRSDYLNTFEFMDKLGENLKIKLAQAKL
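IDH1-R132H (0.5 ug/mL) preincubated 30 min with compound, then NADPH (0.016 mM) and alpha-KG (2 mM) added; 80 min at RT, pH 7.5. Remaining NADPH coupled via diaphorase/resazurin to fluorescence (540/590 nm); concentration-response curves normalized to no-enzyme control.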
Vif-A3G inh = inhibitors of Vif-APOBEC3G interaction. HeLa A3G-eYFP + Vif (tagged APOBEC3G with the HIV-1 protein that degrades it), YFP fluorescence, overnight. Potency, µM (top dose mostly 46.1 µM), inactives show top-dose activity, negative = active, hits mostly inhibitors. 410,000 compounds, 0.076% hits;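 further: potency means the concentration at half of the fitted maximal effect; on the % scale 0 is the no-effect control and ±100 the full control effect; nearly all actives have a fitted effect of over 60% in size; hits raise eYFP signal because A3G escapes Vif-driven loss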
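Read-out is eYFP fluorescence (Ex 488/Em 500-530) from Vif-expressing HeLa A3G-eYFP cells; more signal means A3G escaped Vif-mediated degradation. Cells plated overnight, compound pinned in, incubated overnight at 37 deg C.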
Vif-A3F inh = blocks the Vif interaction with APOBEC3F | HeLa A3F-eYFP + Vif (tagged APOBEC3F with the HIV-1 protein that degrades it), YFP fluorescence increase | Potency, µM (highest dose often 46.1 µM), without a hit: at the highest dose activity, negative = active | 390,000 compounds, 0.2% hits | AID 602313; further: potency means the concentration at half of the fitted maximal effect; % of control where 0% means no effect; nearly all actives have a fitted effect of over 65% in size
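Fluorescence increase (Ex 488/Em 500-530) after overnight compound treatment at 37 deg C flags inhibition of Vif-driven A3F-eYFP loss in stable HeLa A3F-eYFP/Vif cells seeded overnight beforehand.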
Glioma ERSR ind = induces the endoplasmic reticulum stress response in human glioma cells; Potency, µM, for inactives: at the top dose activation, actives largely listed as activators; AID 602332; U87-MG GRP78 promoter luciferase reporter, 16 h; 420,000 compounds, 0.02% hits; further: potency means the concentration at half of the fitted maximal effect; series mostly up to about 76 µM; % of control where 0% means no effect; nearly all actives have a fitted effect of over 35% in size
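Stably transfected U87-MG human glioma cells carrying a GRP78-based luminescent sensor were seeded at 1000 cells/well, pin-dosed with compounds and incubated 16 h. Luciferase reagent was then added, and end-point luminescence was read after 10 min at room temperature.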
Numbers without * were called inactive; ? = inconclusive; · = not tested or not shown; & = joins results of further samples; [ ] = another dose, or the depositor's remark. Unless noted, the call rests on the fitted dose curve; in most records, active means well fitted curve in the direction sought with a large enough effect; inconclusive means small, poorly fitted or top-dose-only effect, or another doubt; inactive means no such curve, though single readings can be large; an effect the other way counts as inactive or inconclusive.

Sequence of screens: TrxR1 substrate, LDHA block, PI4K2A inh, RXFP1 agonist, USP1 inh, IDH1 R132H inh, Vif-A3G inh, Vif-A3F inh, Glioma ERSR ind
CCc1ccc(Nc2ncc3c(n2)CC(c2ccc(OC)cc2)CC3=O)cc1 (stereo not drawn)
→ 0.0%, -9.8, 2.0, 5.3%, -4.3%, -2.3%, 0.1%, -14.1%, 2.7%
O=C(NC1CCCCCC1)c1ccc(N2CCCC2=O)cc1
→ -10.1%, -1.4, -8.3, 1.0%, -10.4%, 1.4%, 2.3%, ·, -8.1%
CSc1ccc(CNC(=O)Cn2nc(C)c3c(C)n(-c4ccc(C)cc4)nc3c2=O)cc1
→ -0.7%, -11.1, 0.2, 1.7%, 1.7%, 8.5%, 4.4%, 7.0%, -2.1%
Cc1ccc(S(=O)(=O)C2(S(=O)(=O)c3ccc(C)cc3)CCCC2)cc1
→ -4.3%, -6.1, -1.4, 0.0%, -15.5%, 2.5%, ?, 8.5%, -4.0%
CCOC(=O)C1=C(C)Nc2ccccc2N=C1NC(=O)C(c1ccccc1)c1ccccc1
→ 3.9%[57.1 µM], -9.4, 2.1, 2.3%, -5.6%, 11.1%, -0.6%, ?, -3.3%
Cc1ccc(CNC(=O)C2CCCN(c3nnc(-n4c(C)ccc4C)s3)C2)cc1 (stereo not drawn)
→ -4.8%, -2.5, -1.0, 20.6%, -5.9%, ·, ·, ·, ·
Cc1cc(C)c(S(=O)(=O)Nc2nccs2)c(C)c1
→ 6.5%, -5.2, 0.7, 0.5%, -22.9%, 1.5%, -0.9%, 10.7%, -2.8%
Nc1nc(=S)[nH]c2n[nH]nc12
→ -2.5%, -1.7, ·, ·, ·, ·, 1.1%, ·, -2.2%
COCCCNC(=O)Cn1c(=O)oc2cc(S(=O)(=O)N3CC(C)CC(C)C3)ccc21 (stereo not drawn)
→ 5.7%, -6.1, -2.4, 4.6%, -20.1%, -0.7%, -1.4%, -1.7%, -2.9%
COc1ccc(C2C(C(=O)NCc3cccnc3)c3ccccc3C(=O)N2C)cc1OC (stereo not drawn)
→ 5.3%, -3.1, -0.3, 4.1%, -15.9%, 1.7%, 3.0%, -5.9%, -0.3%

Sequence of screens: TrxR1 substrate, LDHA block, PI4K2A inh, RXFP1 agonist, USP1 inh, IDH1 R132H inh, Vif-A3G inh, Vif-A3F inh, Glioma ERSR ind
Cn1c(=O)c2c(nc3n2CC(COc2ccc(Cl)cc2)O3)n(C)c1=O (stereo not drawn)
→ -2.9%, -3.1, 1.0, 21.5%, -24.5%, -3.1%, 5.8%, 6.7%, -1.9%
Cc1nc(N2CCCCC2)c2sc(=S)n(C)c2n1
→ 4.1%[57.1 µM], -3.7, -1.8, 0.5%, -4.4%, -2.1%, 0.6%, -2.5%, -3.8%
COCCCNc1ccn2nc(-c3ccc(OCc4ccccc4)cc3)cc2n1
→ ·, -2.9, 6.3, ·, ·, ·, -4.0%, ·, -0.2%
Cc1cc(Cl)ccc1OC(C)C(=O)NNC(=O)C1CCCCC1C(=O)O (stereo not drawn)
→ 4.6%, -2.4, -1.7, -0.1%, -2.5%, 14.5%, 4.3%, 0.1%, 5.5%
Cc1ccc(C(=O)c2ccccc2C(=O)OCC(=O)NC(=O)NC(C)(C)C)cc1
→ -1.1%, 0.4, 0.2, 2.3%, -26.0%, 23.2%, 6.7%, -18.7%, 1.6%
C/C(CC(=O)Nc1ccccc1C#N)=N\NC(=O)c1ccncc1
→ 0.0%, -1.7, 0.8, 0.2%, -21.9%, -3.1%, -0.7%, 5.2%, 1.6%
Cc1ccc(SCC(=O)OC(C)C(=O)NC2CCCCC2C)c(C)c1 (stereo not drawn)
→ -2.3%, 0.4, 1.2, -0.2%, -23.4%, 7.0%, 0.7%, 0.3%, -3.7%
O[C@@H]1C[C@H](c2ccc(Cl)cc2)N(Cc2cccs2)C[C@H]1n1cc(-c2ccc(F)cc2)nn1
→ ·, -4.5, -2.9, ·, -29.1%, -1.1%, 0.5%, -8.4%, -1.9%
CC(C)CSc1ccc(S(=O)(=O)NCC(=O)O)cc1[N+](=O)[O-]
→ -0.8%[57.1 µM], -13.8, -4.4, -1.2%, -0.2%, -6.6%, -4.7%, -4.6%, -4.7%
O=C(NCc1ccccc1)c1cc(S(=O)(=O)N2CCC3(CC2)OCCO3)ccc1F
→ 10.4%[57.1 µM], -3.8, 6.6, 0.3%, -7.8%, 2.4%, 2.1%, 0.5%, 1.0%

Sequence of screens: TrxR1 substrate, LDHA block, PI4K2A inh, RXFP1 agonist, USP1 inh, IDH1 R132H inh, Vif-A3G inh, Vif-A3F inh, Glioma ERSR ind
COC(=O)CNc1nc(OC)nc(N(C)C)n1
→ 17.2%[57.1 µM], -6.8, 0.3, 1.6%, -16.1%, 5.4%, 2.4%, -0.2%, -4.3%
Cc1ccc(C)c(Cn2nnc3c(=O)[nH]c(C(=O)Nc4ccc(F)cc4)nc32)c1
→ 3.7%[57.1 µM], -1.0, 7.4, 0.6%, -6.0%, ?, 1.7%, -0.4%, -0.8%
O=C(CSc1nc2ccccc2c(=O)[nH]1)c1ccc(O)cc1O
→ -8.4%, -2.0, 7.4, -0.4%, -19.7%, 1.2%, -10.1%, 3.3%, 3.2%
CN1C(=O)C(C)(C)c2cc(S(=O)(=O)N3CCC(C(=O)NCc4ccc(F)cc4)CC3)ccc21
→ 5.1%, -1.5, -4.2, -0.6%, -15.6%, 11.2%, -4.2%, 0.9%, -2.4%
COc1ccc(C(NC(=O)C2CCN(Cc3ccc(Oc4ccccc4)cc3)CC2)c2ccccc2C)cn1 (stereo not drawn)
→ ·, -4.0, 3.7, ·, ·, ·, -2.7%, ·, 0.4%
CC(C)c1ccc(C(=O)NNC(=O)C2CC=CCC2C(=O)O)cc1 (stereo not drawn)
→ -4.6%, -1.1, -0.1, 3.5%, -9.0%, 4.8%, -1.3%, -17.3%, -1.4%
CC(C(=O)O)c1ccc(-c2ccccc2)c(F)c1 (stereo not drawn)
→ 2.2%&4.7%, -6.1&-6.0, -10.6&-6.3, -1.4%&3.0%, -28.0%&-11.2%, -11.4%&-4.8%, -0.1%&-2.3%, 3.5%&6.2%, 0.9%&-2.5%&-1.4%
O=C(c1ccco1)N1CCN(C(c2ccccc2Cl)c2nnnn2Cc2cccs2)CC1 (stereo not drawn)
→ 6.9%[57.1 µM], -3.2, 6.8, 3.2%, -17.4%, -5.2%, -1.5%, 3.8%, -4.4%
COc1ccc(OC)c(N(/C(N)=N/c2nc(C)cc(C)n2)S(=O)(=O)c2ccc(NC(C)=O)cc2)c1
→ 0.5%[57.1 µM], -7.2, 3.0, -0.5%, -9.9%, 5.6%, 1.5%, 1.6%, 10.9%
S=c1[nH]nc(SCc2ccccc2)c2[nH]cnc12
→ -6.0%, -6.2, -2.9, ·, 1.5%, -10.3%, 3.5%, ?, 2.3%

Sequence of screens: TrxR1 substrate, LDHA block, PI4K2A inh, RXFP1 agonist, USP1 inh, IDH1 R132H inh, Vif-A3G inh, Vif-A3F inh, Glioma ERSR ind
CCc1ccccc1S(=O)(=O)Cc1ccc(C(=O)NCCc2ccc(Cl)cc2)o1
→ 0.1%, -2.2, -2.9, -2.7%, -17.4%, -7.1%, -4.1%, 2.5%, -4.4%
Clc1ccc(Cn2nnc3ccccc32)cc1
→ -7.0%[57.1 µM], 1.9, 0.8, 2.3%, -25.9%, 6.0%, -0.6%, 3.5%, -1.8%
COCCCNC(=O)c1cc2cc(S(=O)(=O)N3CCCCC3)ccc2n1C
→ -0.4%[57.1 µM], -6.2, 1.4, -3.7%, -19.9%, -6.2%, -0.9%, 4.8%, -2.4%
CC(=O)Oc1ccc(-c2cccc(C(=O)N(C)c3ccc(O)cc3)c2)cc1
→ -0.4%[57.1 µM], 0.4, 1.2, 2.0%, -11.9%, -0.7%, 0.7%, -17.3%, -1.0%
CCCCOc1ccc(CN2CCSCC2)cc1
→ 2.3%, -21.9, 0.1, -0.4%, -5.9%, 1.6%, -1.1%, -1.4%, 6.2%
CCOc1ccc(Nc2nc3ccccc3n3c(CC)nnc23)cc1
→ -4.7%, -10.4, -3.1, 4.9%, -18.3%, 0.0%, -0.3%, 2.9%, -5.2%
Cc1ccc2c(c1)N(CCC(=O)NCc1ccccc1Cl)C(=O)CO2
→ 2.5%, -3.3, 3.6, 0.1%, -14.7%, 5.2%, -6.7%, -1.1%, -2.7%
CC1(C)CC(NC(=O)C(C)(C)Oc2ccc(Cl)cc2)CC(C)(C)N1
→ 0.0%[57.1 µM], -7.8, -13.9, -0.8%, -5.7%, 0.1%, -1.6%, 11.3%, -3.7%
CC(C)CC(C(=O)N1CCc2ccccc2C1)N1C(=O)c2ccccc2C1=O (stereo not drawn)
→ 8.9%[57.1 µM], -5.6, 0.4, 0.7%, -17.8%, 0.2%, -0.5%, 5.2%, -0.9%
Cc1ccc(S(=O)(=O)NCc2ccco2)c(C)c1C
→ 3.4%, -3.1, -20.3, 0.4%, -11.8%, -0.9%, 1.2%, ·, -0.9%
COc1cc(/C=C/c2ccnc3ccccc23)cc(OC)c1OC
→ -3.2%[0.0914 µM], 5.4, ·, ·, ·, ·, -25.7%, ·, -0.8%
Cc1ncn(-c2ccccc2)c1-c1ccccc1
→ 0.2%, -4.6, -4.2, -0.1%, ?, 0.0%, 4.6%, 2.2%, -2.3%

Compound activity deposited in PubChem by National Center for Advancing Translational Sciences (NCATS).

Some of the compounds tested; rates above refer to the full screens.
